Anesthetic bind – binds horse apoferritin like a general anesthetic | P02791 | AID 485281 | Potency, µM (series often up to 77.5 µM), for the others: top-dose activity change, negative = displacement, most hits filed as inhibitors | actives 0.074% (n = 350,000) | apoferritin/1-aminoanthracene competitive binding, fluorescence; further: potency means the concentration at half of the fitted maximal effect; on the % scale 0 is the no-effect control and ±100 the full control effect; nearly all actives have a fitted effect of over 20% in size
Target sequence (P02791 2-175 limits assumed): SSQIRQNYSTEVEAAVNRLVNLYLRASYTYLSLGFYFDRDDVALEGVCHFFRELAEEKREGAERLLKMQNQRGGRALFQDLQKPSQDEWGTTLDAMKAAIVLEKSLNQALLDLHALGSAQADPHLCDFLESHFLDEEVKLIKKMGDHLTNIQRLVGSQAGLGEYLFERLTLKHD
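Horse-spleen apoferritin (10 uM) in 50% saturated 1-aminoanthracene in PBS was incubated 10 min at room temperature with compound. Fluorescence (ex 380, em 535 nm) was normalized to free and bound 1-AMA, with concentration-response fitted by a four-parameter Hill equation.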
RGS4 inh – inhibitors of human regulator of G protein signaling 4; P49798; Transcreener GDP fluorescence polarization, RGS4-accelerated GTP hydrolysis; Potency, µM (series often up to 114 µM), for the others: at the highest dose activity change, negative = inhibition, most hits filed as inhibitors; actives 0.039% (n = 390,000); further: potency means the concentration at half of the fitted maximal effect; on the % scale 0 is the no-effect control and ±100 the full control effect; nearly all actives have a fitted effect of over 75% in size; some results filed as inactive show a strong effect at the top dose
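MLSMR compounds (23 nl, pin-transferred) preincubated 10 min at room temperature with a 500nM (2x) first reagent, then RGS4 at 900nM (2x) plus Transcreener GDP mix added; fluorescence polarization (620/688 nm) read before and after 90 min at 30 °C.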
Pol beta inh – inhibitors of human DNA polymerase beta; P06746; Pol beta primer extension/strand displacement, fluorescence kinetic; Potency, µM (top dose mostly 114 µM), for the others: at the top dose activity change, negative = inhibition, actives largely listed as inhibitors; actives 1.3% (n = 340,000); AID 485314; further: potency means the concentration at half of the fitted maximal effect; on the % scale 0 is the no-effect control and ±100 the full control effect
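Enzyme-only controls used 10 nM Pol beta; buffer lacking enzyme served as negative control. Compound preincubated 15 min, then 50 nM substrate added; 0 and 10 min reads at room temperature.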
POLK inh – inhibitors of human DNA polymerase kappa; Q9UBT6; actives 0.53% (n = 400,000); purified Pol kappa, fluorescent DNA synthesis assay, 10 min; Potency, µM (titrated, usually from 107 µM), for inactives: at the top dose activity, negative = inhibition, actives largely listed as inhibitors; further: potency means the concentration at half of the fitted maximal effect; on the % scale 0 is the no-effect control and ±100 the full control effect
Target sequence (Q9UBT6 whole entry, looked up): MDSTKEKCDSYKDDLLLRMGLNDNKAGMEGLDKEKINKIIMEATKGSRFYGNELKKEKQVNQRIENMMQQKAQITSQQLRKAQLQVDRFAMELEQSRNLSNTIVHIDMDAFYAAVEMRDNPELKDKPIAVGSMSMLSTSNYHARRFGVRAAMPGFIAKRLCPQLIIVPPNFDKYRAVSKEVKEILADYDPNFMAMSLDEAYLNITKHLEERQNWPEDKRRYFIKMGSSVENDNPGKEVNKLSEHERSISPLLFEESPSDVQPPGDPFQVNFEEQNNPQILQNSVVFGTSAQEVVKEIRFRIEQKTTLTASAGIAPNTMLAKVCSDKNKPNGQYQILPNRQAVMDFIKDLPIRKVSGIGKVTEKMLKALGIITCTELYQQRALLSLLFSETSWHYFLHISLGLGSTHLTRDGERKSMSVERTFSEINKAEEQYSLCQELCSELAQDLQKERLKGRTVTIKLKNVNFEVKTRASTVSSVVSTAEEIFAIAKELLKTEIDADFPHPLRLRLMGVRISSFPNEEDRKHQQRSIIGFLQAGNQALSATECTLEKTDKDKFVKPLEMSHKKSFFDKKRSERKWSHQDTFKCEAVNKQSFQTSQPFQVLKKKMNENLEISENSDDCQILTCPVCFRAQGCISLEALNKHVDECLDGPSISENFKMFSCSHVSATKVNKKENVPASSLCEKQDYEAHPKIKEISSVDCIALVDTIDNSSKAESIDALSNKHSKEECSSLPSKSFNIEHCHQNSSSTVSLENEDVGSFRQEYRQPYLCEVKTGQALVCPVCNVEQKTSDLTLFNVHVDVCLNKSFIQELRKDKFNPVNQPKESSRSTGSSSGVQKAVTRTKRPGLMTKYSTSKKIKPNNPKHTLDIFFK
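Pol kappa 10 nM + cpd, 15 min RT; start w/ substrate 50 nM final; fluorescence kinetic read, 0 and 10 min. Neg ctrl: buffer, no enzyme.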
APE1 inh – inhibitors of human APE1 endonuclease. recombinant APE1, TAMRA/BHQ-2 abasic DNA cleavage fluorescence. Potency, µM (top dose mostly 65.8 µM), for inactives: at the top dose activity change, negative = inhibition, most hits filed as inhibitors. actives 0.35% (n = 350,000);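 further: potency means the concentration at half of the fitted maximal effect; plate controls were vehicle for no effect and reference inhibitor for full effect; nearly all actives have a fitted effect of over 55% in size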
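Step 1: APE1 (0.75 nM) with compound, 15 min RT. Step 2: add 50 nM fluorophore/quencher THF duplex. Step 3: three fluorescence reads 60 s apart (525/598 nm); read 3 minus read 1 = reaction progress.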
12-LOX inh – ALOX12 (human) lipoxygenase inhibition; P18054; purified 12hLO, xylenol orange hydroperoxide absorbance; Potency, µM (top dose mostly 108 µM), without a hit: top-dose activity change, negative = inhibition, usual class: inhibitors; actives 1.1% (n = 580,000); further: potency means the concentration at half of the fitted maximal effect; on the % scale 0 is the no-effect control and ±100 the full control effect
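Purified human 12hLO (150 nM final) in 25 mM Hepes, 0.01% Triton X-100, pH 7.0 was preincubated 15 min at room temperature with compound. Then 40 uM arachidonic acid was added, 30 min. Hydroperoxide was read by Fe-XO absorbance ratio 573/405 nm.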
Pol eta inh – blocks human DNA polymerase eta activity; Q9Y253; actives 1.2% (n = 390,000); Potency, µM (top dose mostly 114 µM), for the others: at the highest dose activity change, negative = inhibition, usual class: inhibitors; recombinant Pol eta, fluorescent DNA replication assay; further: potency means the concentration at half of the fitted maximal effect; on the % scale 0 is the no-effect control and ±100 the full control effect
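Pol eta at 10 nM preincubated with compounds 15 min at room temperature; reaction started with fluorescent substrate (50 nM final) and read kinetically at 0 and 10 min.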
ERG-DNA inh – ERG Ets/DNA interaction inhibition; P11308; fluorescence polarization, His-ERG Ets domain / labelled DNA; Potency, µM (top dose mostly 76.9 µM), inactives show at the top dose FP activity, negative = inhibition, usual class: inhibitors; actives 0.028% (n = 370,000); AID 624246; active means well fitted inhibition curve with a large enough effect in the polarisation, with a control signal flat; inconclusive means small, poorly fitted or top-dose-only effect, or effect the other way, or a change in a side signal; inactive means no such curve, though single readings can be large or run the other way; the % refers to the polarisation;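 further: polarization taken with two DNA probes labelled with fluorescein and Texas red; potency means the concentration at half of the fitted maximal effect; % of control where 0% means no effect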
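His-tagged ERG Ets domain (1 uM in the protein solution; 300mM KCl, 50mM Tris-HCl, 1mM EDTA, 1mM DTT, pH 7.5) received compound, then a probe mix of 5 nM fluorescein-DNA and 100nM Texas-615-DNA. Fluorescence polarization was read for both dyes.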
LDHA block – inhibitors of human lactate dehydrogenase A | purified LDHA, NADH/diaphorase-resazurin fluorescence; active compounds read low | activity change, % (values are at about 110 or 230 µM) | actives 0.15% (n = 480,000); in the data active means activity change below about -30%; inconclusive means mostly about -25% to -30%;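 further: plate controls were DMSO wells for no effect and wells without enzyme for full effect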
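LDH5 2 nM; NADH 0.06 mM, pyruvate 0.2 mM; 200 mM Tris pH 7.4, EDTA, Tween-20; 5 min RT. Detection: diaphorase 0.133 mg/mL + resazurin 37 µM, fluorescence ex540/em590 at 0 and 20 min; normalized to enzyme-free and DMSO wells.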
Starred values were filed as active, the others as inactive; i = inactive; ? = inconclusive; / = no result given; & = joins results of further samples; [ ] = remark or other dose. Unless noted, the call rests on the fitted dose curve; in most records, active means well fitted curve in the direction sought with a large enough effect; inconclusive means small, poorly fitted or top-dose-only effect, or another doubt; inactive means no such curve, though single readings can be large; an effect the other way counts as inactive or inconclusive.

SMILES | Anesthetic bind | RGS4 inh | Pol beta inh | POLK inh | APE1 inh | 12-LOX inh | Pol eta inh | ERG-DNA inh | LDHA block
CCc1oc(C(=O)O)cc1COC | -6% | 25% | 22µM* | -29% | ? | -6% | 28µM* | -13% | -1
Cc1cc(C)n(C(=O)c2ccc([N+](=O)[O-])cc2Cl)n1 | -19% | 9% | -5% | -2% | 60%[activator] | 1% | -15% | -3% | -3
Cc1cccc(NS(=O)(=O)c2cccc(C(=O)N3CCN(S(=O)(=O)c4ccccc4)CC3)c2)c1 | / | -28% | / | -17% | 30% | 8% | -16% | -13% | 0
COC(=O)CCc1c(C)nc(N)[nH]c1=O | -7% | -6% | -2% | -1% | -2% | 10% | -13% | -4% | -2
Cc1cccc(C)c1NC(=O)CN1C(=O)S/C(=C\c2cccn2-c2cccc(C(=O)O)c2)C1=O | -8% | ? | -109% | -27% | -11% | -26% | 22µM* | 18% | -1
Cc1cc(/C=C2/SC(=S)N(c3cccc(C(F)(F)F)c3)C2=O)c(C)n1-c1cccnc1 | / | -34% | / | -20% | / | / | -3% | 7% | 3
Cc1nn(C)c(C)c1CN(C)C(=O)C1(C)CC1(Br)Br (centres undefined) | 7% | 13% | 45% | -13% | 0% | -13% | -5% | -5% | -9
O=c1[nH]c(=S)c2ncn(-c3ccccc3)c2[nH]1 | -12% | -45% | 2% | 7% | 2% | ? | -7% | -4% | -5
O=C(CSCc1ccc(Cl)cc1)Nc1ccc(S(=O)(=O)N2CCCCCC2)cc1 | 4% | 0% | 3% | -11% | -3% | -3% | -18% | / | -6
CC[n+]1c(C)n(-c2ccccc2)c2ccc(C(=O)OC)cc21 | -8% | -11% | 45% | -1% | 6% | ? | -12% | -6% | -1
CC(=O)Nc1ccc(S(=O)(=O)N2CCN(C(=O)N3CCCCCC3)CC2)cc1 | -11% | 20% | 2% | 2% | -2% | -3% | -10% | 1% | -4
CC(=O)c1ccc(NC(=O)c2cc(-c3ccc(Cl)c(Cl)c3)on2)cc1 | -1% | 11% | 29% | 12% | / | -22% | -3% | 1% | -3
COc1ccc(NS(=O)(=O)c2ccc(NC(=O)N3CCCC3)cc2)cc1 | 84%[activator] | 0% | 13% | -12%[60.1 µM] | / | -25% | -3% | -2% | -5
Cc1cccc(N(Cc2ccccc2)C(=O)c2ccc(C)c(S(=O)(=O)N3CCOCC3)c2)c1 | / | -14% | / | 5% | 1% | 5% | -18% | -2% | 1
COc1cc(/C=C/CN2CCC(CO)(CC3CCCCO3)CC2)ccc1O (centres undefined) | -11% | -27% | -22% | 1% | 2% | -2% | -24% | 1% | 4
O=C(NCCc1ccc(Cl)cc1)c1c2c(nc3ccccc13)C(=O)N(C1CCCCC1)C2 | -18% | -10% | -1% | 0% | / | -15% | -8% | 7% | -3
Cc1cc(NC(=O)COC(=O)[C@H](C)NC(=O)c2ccccc2)no1 | -11% | -1% | 27% | -12% | 15% | 17% | -1% | -11% | -4
COc1ccc(CCNC(=O)c2cc(=O)c3cc(C)c(C)cc3o2)cc1OC | -6% | ? | -9% | -14% | / | -17%&-14% | -15% | 4% | -17&-6
Cc1cccc(N2CCN(C(=O)CS(=O)(=O)c3cccc4nsnc34)CC2)c1C | ? | -47% | -6% | 0%[60.1 µM] | / | -7% | -11% | 2% | 3
CC(=O)N1N=C(c2cccc(NS(C)(=O)=O)c2)CC1c1cccs1 (centres undefined) | -3% | -29% | 2% | -8% | 1% | -7% | -16% | -2% | -9
COc1ccc(CCNC(=O)CCNS(=O)(=O)c2cccc(Cl)c2)cc1OC | -3% | 22% | 19% | -2% | 7% | -8% | -3% | -4% | -8
Cc1cc(-c2ccn[nH]2)c(C)s1 | ? | 21% | 42% | 1% | -2% | -3% | -5% | 15% | 1
Cc1ccc(NC(=O)CSc2nc3ccc(NC(=O)c4cccc(Cl)c4)cc3s2)c(C)c1 | -8% | 11% | 8% | 4% | / | ? | -15% | 0% | -4
CCc1ccc(-c2ccc(C(=O)C(F)(F)F)[nH]2)cc1 | -8% | 14% | 18% | 5% | -3% | -20% | -16% | -1% | -5
O=C(NN(c1ccccc1)c1ccccc1)c1ccc([N+](=O)[O-])o1 | -15% | 22% | 1% | 1% | 6% | -15% | 2% | 0% | 12
Nc1n[nH]c(N)c1N=Nc1cccc(F)c1 | -13% | -18% | 24% | -14% | 4% | -14% | -17% | -6% | 0
O=C(c1cccs1)N1CCN(c2ccccc2)CC1 | -10% | -10% | 0% | 4% | 8% | -8% | -15% | 5% | -1
COc1ccc(C(=O)CCC(=O)Nc2ccccc2C)cc1 | -10% | 17% | 9% | -16%[60.1 µM] | / | 6% | -7% | -2% | -5
CCC(c1nnc(SCC(=O)Nc2c(F)cccc2F)n1Cc1ccccc1)N(C)C (centres undefined) | -16% | 19% | 2% | -7% | 4% | i | 2% | 4% | -12
C/C(=N\O)C(=O)NCc1ccccn1 | 7% | 14% | 33% | -1% | 13% | 13% | -14% | 13% | -4

Record cards, as listed above.
COc1ccc(CCNC(=O)c2cc(=O)c3cc(C)c(C)cc3o2)cc1OC across the screens: Anesthetic bind = -6%; RGS4 inh = ?; Pol beta inh = -9%; POLK inh = -14%; APE1 inh = /; 12-LOX inh = -17%&-14%; Pol eta inh = -15%; ERG-DNA inh = 4%; LDHA block = -17&-6
Cc1cccc(N2CCN(C(=O)CS(=O)(=O)c3cccc4nsnc34)CC2)c1C across the screens: Anesthetic bind = ?; RGS4 inh = -47%; Pol beta inh = -6%; POLK inh = 0%[60.1 µM]; APE1 inh = /; 12-LOX inh = -7%; Pol eta inh = -11%; ERG-DNA inh = 2%; LDHA block = 3

The list continues.
SMILES | Anesthetic bind | RGS4 inh | Pol beta inh | POLK inh | APE1 inh | 12-LOX inh | Pol eta inh | ERG-DNA inh | LDHA block
Cc1cc(=O)[nH]c(SCCCOc2ccccc2Cl)n1 | -14% | 0% | 1% | 1% | -6% | 19% | -8% | -6% | -5
Cc1ccc(OCCSc2nc3ccccc3n2CC(=O)O)cc1C | -5% | 5% | -7% | -3% | -14% | ? | 3% | -2% | -8
COc1ccc2c(COC(=O)c3n[nH]c4ccccc34)cc(=O)oc2c1 | 0% | -36% | ? | -11% | 13% | -22% | ? | 5% | -2
CN(NC(=O)c1ccco1)c1nc2ccccc2nc1C(F)(F)F | -6% | -5% | 4% | 4% | -4% | 2% | -11% | 16% | -3
COc1ccc(NC(=O)C2CCN(S(=O)(=O)c3cn(C)nc3C)CC2)cc1 | -2% | 7% | 4% | -3% | -2% | 15% | -10% | 1% | -1
Cc1c(C(=O)Nc2ccc(S(=O)(=O)N(C)C3CCN(C)CC3)cc2)oc2ccccc12 | / | 13% | / | -17% | -10% | ? | -4% | -14% | -5&14
Cc1ccc(C)n1-c1ccncc1 | -2% | 13% | 32% | -8% | 3% | 14% | -19% | -2% | -3
CNC(=O)c1ccc(NC(=O)CCNC(=O)Nc2ccccc2)cc1 | / | -11% | / | -12% | 9% | -4% | -25% | 1% | -1
CCCCN1C2CCCC1CC(NC(=O)c1cccc(Cl)c1)C2 (centres undefined) | -13% | -6% | 12% | 11% | -10% | -2% | -8% | 5% | 1
Cc1cccc(N(CC(=O)NC(C)c2ccccc2)S(=O)(=O)c2ccccc2)c1C (centres undefined) | 45%[activator] | 10% | -4% | -17% | / | 0% | -18% | -1% | 0
CSc1nsc(SCC(=O)Nc2ccccn2)n1 | -13% | 11% | -4% | -19% | 6% | 0% | 7% | -1% | 2
CCC(=O)N1CCc2cc(Br)cc(S(=O)(=O)N3CCN(c4ccccc4)CC3)c21 | 5% | 30% | 21% | -23% | / | -7% | -10% | 0% | -4
CC1CCCCN1S(=O)(=O)c1ccc(-n2cnnn2)cc1 (centres undefined) | 3% | -18% | 28% | -6% | 31% | ? | -24% | -3% | -10
Cc1ccc2nc(Cl)c3cc(C(=O)NC4CCCCC4)sc3c2c1 | 2% | 13% | -1% | -15% | / | -2% | -8% | -5% | -1
COc1cc2c(cc1OC)C(c1ccc(Br)cc1)N(C(=O)c1ccccc1C(=O)O)CC2 (centres undefined) | -9% | -7% | 36% | 9% | 36% | 310%[activator] | -1% | 17% | 1
CCc1nnc(N/N=C/c2cccs2)n1N | 9% | -25% | 34% | -10% | 11% | -16% | -11% | -6% | 39
Cc1cccc(NC(=O)c2c(NC(=O)c3ccccc3)sc3c2CCCC3)c1 | 2% | ? | -18% | -23% | / | ? | -4% | -1% | -5
CSc1ccccc1NC(=O)CSc1nnc(CNC(=O)c2ccccc2F)n1C | -1% | 0% | -1% | -2% | 44% | -1% | -6% | 4% | -3
CCOC(=O)c1c(C)nc2c(c1-c1ccccc1)C(=O)CCC2 | -14% | 38% | 38% | -12% | 1% | -6% | -11% | 5% | -2
CC(NC(=O)COC(=O)c1cc(Cl)ccc1O)C1CC2CCC1C2 (centres undefined) | / | 1% | / | -2% | 6% | 6% | -4% | -3% | -7
CCOC(=O)c1c(NC(=O)c2cc(C)on2)c2cc([N+](=O)[O-])ccc2n1C | -11% | 4% | -27% | 9% | 0% | / | -14% | -15% | 1
CCOC(=O)C1CCCN(C(=O)Cn2sc3nc(C)cc(C)c3c2=O)C1 (centres undefined) | -6% | ? | -8% | -18% | 0% | / | -5% | 2% | -1
CCOC(=O)CSc1nnc(CNC(=O)c2cccc(C)c2)n1-c1ccccc1OC | -13% | 3%[11.4 µM] | 3% | 0% | 1% | -24% | -7% | -6% | -9

This is a subset; count on the stated rates, not on these rows.
